FBW7 act – FBW7 E3 ligase activators, primary screen, biochemical, AlphaScreen, human. 0.13% of 650,000 active. AID 1259310, 2017. normalized activity (activation), % at 26.1 µM. AlphaScreen FBW7–phospho-cyclin E peptide binding, activator screen. F-box/WD repeat-containing protein 7 (Homo sapiens), Q969H0; in the data active = normalized activity above about 1.9%;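 also: purified mutant Fbw7 with reduced substrate affinity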
Target sequence (Q969H0 whole entry, looked up): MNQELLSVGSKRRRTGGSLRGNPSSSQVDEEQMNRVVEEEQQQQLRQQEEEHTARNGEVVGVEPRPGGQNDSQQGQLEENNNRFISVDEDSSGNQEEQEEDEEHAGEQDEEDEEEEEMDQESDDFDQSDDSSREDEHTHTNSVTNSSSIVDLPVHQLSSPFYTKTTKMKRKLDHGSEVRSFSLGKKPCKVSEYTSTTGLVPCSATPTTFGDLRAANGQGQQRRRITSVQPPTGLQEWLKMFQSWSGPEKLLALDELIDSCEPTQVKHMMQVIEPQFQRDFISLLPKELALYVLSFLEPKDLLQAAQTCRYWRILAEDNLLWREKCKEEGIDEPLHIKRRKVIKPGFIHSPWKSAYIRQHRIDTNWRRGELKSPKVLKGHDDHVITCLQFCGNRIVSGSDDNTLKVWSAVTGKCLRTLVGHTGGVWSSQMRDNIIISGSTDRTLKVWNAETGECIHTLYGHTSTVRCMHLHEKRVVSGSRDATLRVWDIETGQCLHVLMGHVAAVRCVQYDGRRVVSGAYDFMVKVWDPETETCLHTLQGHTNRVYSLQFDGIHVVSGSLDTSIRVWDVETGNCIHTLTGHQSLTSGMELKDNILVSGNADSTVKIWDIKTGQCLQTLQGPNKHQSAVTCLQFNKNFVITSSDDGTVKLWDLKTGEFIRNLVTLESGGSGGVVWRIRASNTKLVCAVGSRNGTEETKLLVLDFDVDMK
MITF inh – MITF inhibitors, primary screen, biochemical, AlphaScreen, human. inhibition, % at 2.6 µM. AlphaScreen MITF homodimerization, bead proximity signal. Microphthalmia-associated transcription factor (Homo sapiens), O75030. 0.91% of 650,000 active; in the data active = inhibition above about 50%;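 also: 0% = vehicle wells with protein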
TEAD-YAP block – TEAD-YAP interaction inhibition, primary screen, TEAD-YAP interaction inhibitor project, luminescence, HEK-TIYL cells; 1.4% of 640,000 active; TEAD-Gal4/YAP UAS-luciferase luminescence; inhibition, % at 9.12 µM; in the data active = inhibition above about 32%;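 also: 0% = median of test compound wells and 100% = reference inhibitor wells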
GPR151 ag – activators of human GPR151, primary screen, cell-based, PathHunter beta-arrestin, luminescence; G-protein coupled receptor 151 (Homo sapiens), Q8TDV0; PathHunter beta-arrestin GPR151 cells; activation, % at 11.2 µM; 1% of 650,000 active; in the data active = activation above about 4.9%;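 also: 0% = median of compound wells and 100% = cells with positive control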
* marks the source's active call; other numbers are inactive results.

SMILES	FBW7 act	MITF inh	TEAD-YAP block	GPR151 ag
Cc1cc(/C=C2\NC(=S)NC2=O)c(C)n1-c1ccccc1	0.5	20	-17	-0.5
CCOc1cccc(C2NC(=O)NC(C)=C2C(=O)OCC(C)C)c1 (stereo not drawn)	0.1	-7	-14	0.4
CCCn1c(=S)[nH]c2cc(C(=O)N3CCN(CC)CC3)ccc2c1=O	0.0	44	-8	-0.9
COc1ccc(OC)c(N2C(=O)Nc3ccccc3N2O)c1	0.0	2	-4	0.6
COC(=O)c1ccc(NC(=O)CCNCc2ccco2)cc1	-0.2	-17	3	-1.3
CCn1c(=O)n(CC(=O)N2C(C)CCCC2C)c2cccnc21 (stereo not drawn)	1.2	10	2	0.6
COc1cccc(-n2c(SCC(=O)Nc3ccc(C(C)C)cc3)nc3n[nH]c(C)c3c2=N)c1	0.1	-1	37*	-1.1
Brc1ccc(COn2nnc3ccccc32)cc1	1.4	12	-58	-0.5
CCC(C)C(=O)N1c2ccccc2C(N(C(=O)c2cccc(Cl)c2)c2ccccc2)CC1C (stereo not drawn)	0.1	13	6	1.5
O=C(Cc1nnn(-c2ccccc2)n1)c1ccccc1	0.0	-2	-8	0.1
Cc1cc(C)c(C(=O)CC2(O)C(=O)Nc3ccc(C)cc32)c(C)c1 (stereo not drawn)	-0.1	3	1	0.5
CCCN1C(=O)SC(CC(=O)O)C1=O (stereo not drawn)	0.2	-2	6	-0.9
CSc1ccc2cc(CNCCO)c(OCc3ccccc3F)nc2c1	0.0	9	12	0.2
CC1CCCC(NS(=O)(=O)c2ccc(F)c(C(=O)Nc3cc(Cl)ccc3Cl)c2)C1C (stereo not drawn)	0.0	-12	2	7.3*
O=C(CCN1C(=O)c2ccccc2C1=O)NCCO	0.1	-9	3	-0.4
COC(=O)C1(C)NC(c2ccccc2OC)C2C(=O)N(c3ccccc3)C(=O)C21 (stereo not drawn)	0.1	18	-5	5.1*
COC(=O)C1=C(C)Nc2ncnn2C1c1ccc(Cl)cc1 (stereo not drawn)	-0.1	-5	-6	-0.9
COc1cccc(-c2ccc(C(=O)NCc3ccco3)c(N(C)C)n2)c1	0.0	6	-5	-0.1
CC1CN(C(=O)CCC(=O)NCCN2CCOCC2)c2ccccc2O1 (stereo not drawn)	0.0	-11	-6	-0.7
CCOCCCN1C(=O)C2C(C(=O)Nc3ccc(OC)cc3)C3C=CC2(O3)C1C(=O)NC1CCCC(C)C1C (stereo not drawn)	0.0	2	9	-0.9
CCCN1CCN(C(=O)C(CC)n2nc(C)n3c(cc4occc43)c2=O)CC1 (stereo not drawn)	-0.2	-7	4	-0.5
O=C(Cn1c(=O)oc2cc(S(=O)(=O)NC3CCCCC3)ccc21)NC1CCCC1	-0.1	-3	8	0.5
O=C1C(Nc2ccccc2)=Nc2ccccc21	0.0	6	-1	0.6
CCCS(=O)(=O)N1CCN=C1SCc1ccc(Br)cc1	-0.1	-5	3	0.0
CCn1c(C(=O)O)c(CC(=O)N2CCCC(C)C2)c2ccccc21 (stereo not drawn)	1.0	3	2	-0.2
O=C(NCc1cccnc1)c1cnc(N2CCCC2CO)s1 (stereo not drawn)	0.0	3	-5	1.2
CC(C)C(=O)NNC(=O)CSc1nnc2c3c4c(sc3nc(C3CC3)n12)CCCC4	-0.2	-9	-5	-0.1
C=C(C)Cn1c(C)cc(C)c(S(=O)(=O)c2ccccc2Cl)c1=O	0.2	2	-1	2.4
O=C(Cc1ccccc1)NCCCCCC(=O)OCc1ccccc1	-0.1	7	2	0.6
CCOc1ccc(C(=O)Nc2sc3c(c2C(N)=O)CCCCC3)cc1[N+](=O)[O-]	0.5	15	1	-2.6
COc1cc2c(cc1NS(=O)(=O)c1ccc(OC)c3ccccc13)oc1ccccc12	0.2	-14	-9	1.9
CCOc1cc(/C=C2/C(=N)N3N=C(C)SC3=NC2=O)cc(Cl)c1OCCOc1ccc(Cl)c(C)c1	0.1	-2	-11	1.2
CC(OC(=O)c1ccc2c(c1)OCO2)C(=O)Nc1ccc([N+](=O)[O-])cc1C(F)(F)F (stereo not drawn)	0.5	13	1	-0.7
CC(=O)Nc1ccccc1NC(=O)CN(C)S(=O)(=O)c1ccc(C)cc1	0.3	19	1	-1.5
CC1CN(c2nc3c(c(=O)[nH]2)CCN(Cc2ccc(F)c(F)c2)C3)CC(C)O1 (stereo not drawn)	0.0	8	3	-0.5
COc1ccc(CCNC2=CC(=O)CC2)cc1OC	0.0	-6	1	0.3
COc1ccccc1NC(=O)c1c(N)sc2c1CCC(C)C2 (stereo not drawn)	-0.5	-7	6	0.2
CCCn1c(NN)nc2c1c(=O)n(C)c(=O)n2C	0.4	6	0	0.1
COc1ccc(Cl)cc1NC(=O)CCN1CCN(c2ccccc2C)CC1	-0.2	-6	-4	0.0
O=C(CSc1nnc(-c2cccc(S(=O)(=O)N3CCOCC3)c2)o1)c1ccccc1	0.4	15	11	-0.4
O=C(CN1CCN(Cc2ccc(Cl)cc2)C1=O)NC1CCCCC1	0.1	14	15	-1.5
CCOC(=O)Oc1ccc2c(=O)c(Oc3ccc(OC)cc3)c(C(F)(F)F)oc2c1	1.0	19	0	-2.3
Cc1cc(OCC(=O)NN2CCN(C)CC2)ccc1[N+](=O)[O-]	0.1	-8	-8	1.4
Nc1ccc(C(=O)NC2C3CC4CC(C3)CC2C4)cc1 (stereo not drawn)	-0.2	-3	-1	2.2
O=C(Nc1cccc(C(F)(F)F)c1)C1CCCN1S(=O)(=O)c1cccc2cccnc12 (stereo not drawn)	0.3	-13	-18	0.0
CSc1ccc(C(=O)Nc2nnc(-c3cc(C)ccc3C)o2)cc1	-0.1	10	5	0.1
COc1ccc(C2(CNC(=O)C3COc4ccccc4O3)CCCC2)cc1OC (stereo not drawn)	0.1	-14	-7	-0.9
CCOc1cc(/C=N/N2C(=O)NC3(CCCCC3)C2=O)cc(Br)c1O	-0.1	-11	-5	-0.8
CCn1c(C)cc2c(c1=O)C(c1cccc(OC)c1)C(C(=O)OC)=C(N)O2 (stereo not drawn)	0.1	0	6	-1.4
COCCCNC(=S)NNC(=O)CCNS(=O)(=O)c1ccccc1F	-0.1	3	3	2.2
(list continues)
SMILES	FBW7 act	MITF inh	TEAD-YAP block	GPR151 ag
CC1CCCCN1C(=O)CSc1nnc2n(C)c(=O)c3ccccc3n12 (stereo not drawn)	-0.1	-3	1	-0.5
Cc1cccc(-c2noc(-c3ccc(C(C)(C)C)cc3)n2)c1	-0.1	-1	49*	-0.2
CCOc1cc(/C=C2\C(=O)N(c3cccc(C(F)(F)F)c3)N=C2C)ccc1OCC(=O)O	0.1	17	6	-2.0
CC(C)CC(c1nnnn1C1CCCC1)N1CCC(C(N)=O)CC1 (stereo not drawn)	0.0	7	3	0.0
O=C(NCCCN1CCOCC1)c1cc(-c2cccc(O)c2)on1	0.1	4	-1	0.7
CCNC(=O)c1ccc(S(=O)(=O)N(C)C)cc1	0.1	5	4	-0.5
Cc1nn(C)c(C)c1-c1cc(NCc2cccc(C(F)(F)F)c2)ncn1	0.0	2	-6	1.2
COc1ccc([N+](=O)[O-])cc1N1C(=O)c2cccc3cccc(c23)C1=O	-0.1	-3	-3	1.3
CCC(C)NC(=O)C1CC(=O)N(c2ccccc2F)C1 (stereo not drawn)	0.0	-1	-7	0.0
NC(=O)CN(N=Nc1ccccc1)c1ccccc1	0.6	7	-8	0.2
COc1ccccc1C(=O)CC1(O)C(=O)Nc2ccc(Br)cc21 (stereo not drawn)	-0.2	-8	-1	-0.2
Cc1ccc(/C=C2\SC(N3CCOCC3)=NC2=O)cc1	0.0	15	-18	-0.5
CN1CC[C@@H](Oc2ccnc(C(=O)Nc3ccc4[nH]ncc4c3)c2)C1	0.1	11	66*	0.0
O=C(O)c1cc(N2C(=O)Nc3ccccc3N2O)ccc1O	0.3	2	1	0.8
O=C(COc1ccc(Cl)cc1Br)N/N=C/c1ccc([N+](=O)[O-])s1	-0.1	-12	7	-1.0
COc1ccc(C(C)=O)cc1CN(C)Cc1ccccc1	0.1	2	2	0.4
Cc1ccc(NC(=O)CN2C(=O)CC(c3ccco3)Sc3ccccc32)cc1 (stereo not drawn)	0.0	37	4	-0.8
O=C(O)c1ccc2c(c1)C(=O)N(c1ccc(/C=C/C(=O)c3ccccc3)cc1)C2=O	0.0	-2	-21	0.2
CCC(CO)NC(=O)c1cc2c(n(-c3ccc(C)cc3)c1=O)CCCC2=O (stereo not drawn)	0.0	0	-3	-1.3
CCN(CC)c1nc(NCCN(C(C)C)C(C)C)nc(Nc2ccncn2)n1	0.1	-1	-20	1.2
Cc1ccc(NC(=O)Nc2cn(C)c(=O)c3ccccc23)cc1F	0.1	5	4	0.7
COc1cc(/C=C/C(=O)Nc2cccc(Br)c2)cc(OC)c1OC	0.1	-13	-9	-0.5
COc1cc(/C=N/NC(=O)CNc2ccc(C)cc2)cc(OC)c1O	0.0	8	-9	-0.3
O=C(Nc1ccc(N2CCC(NCc3cn4ccccc4n3)CC2)cc1)c1ccccc1F	0.1	-12	-8	0.4
Cc1ccc(S(=O)(=O)C(CC(=O)c2ccc(F)cc2)c2ccc(C)o2)cc1 (stereo not drawn)	-0.2	16	-12	1.9
COc1ccc(NS(=O)(=O)c2cccc(N3CC(O)=C(c4ccccc4)C3=N)c2)cc1	-0.1	-14	0	-0.5
CCOC(=O)C1C(=O)CC(C)(O)C(C(=O)OCC)C1c1cccnc1 (stereo not drawn)	0.0	-3	-9	5.0*
Cc1nccc2[nH]c(=O)c(C(=O)NCCN(CC(C)C)CC(C)C)cc12	0.0	7	-1	-0.4
CCOC(=O)c1cnc2c(C)cccc2c1Nc1cccc(C(=O)OC)c1	-0.1	11	-4	1.5
O=C(c1ccc(N2CCC(NCc3ccc(F)cc3F)CC2)cc1)N1CCOCC1	-0.1	3	-4	-0.4
O=C(NCCc1ccc(Cl)cc1)c1cc2c(s1)CS(=O)(=O)C2	0.6	14	0	-0.3
CC(C)c1ccc2oc(-c3ccc(NC(=O)COc4ccccc4)cc3)nc2c1	0.0	-3	69*	-0.9
N#Cc1ccc(OCC(=O)N/N=C/c2c(Cl)cccc2Cl)cc1	-0.2	-4	1	-0.8
O=C(CSc1ccc(C(F)(F)F)cc1[N+](=O)[O-])Nc1cc(C(F)(F)F)ccc1N1CCCC1	0.3	3	-5	1.8
COc1ccc(CCNc2ccnc(-c3ccc(C(N)=O)cc3)n2)cc1	0.2	5	3	-1.5
Cc1ccc(NC(=O)CN2C(=O)c3ccccc3C2=O)cc1C	0.0	-12	4	-1.5
CC(C)COC(=O)c1ccc(NC(=O)c2ccccc2Br)cc1	0.0	-4	0	0.2
CCn1c(CNC(=O)c2ccccc2Cl)nnc1SCC(=O)Nc1ccc(F)cc1	0.1	3	-10	-1.3
COC(=O)c1ccc(C(=O)OC)c(S(=O)(=O)N(C)c2ccccc2)c1	0.0	0	-8	-0.6
Cc1cc(C)cc(N=C2NC(=O)/C(=C/c3ccc(Cl)c(Cl)c3)S2)c1	-0.1	9	3	-1.1
Cc1cccc(OCC(=O)N/N=C/c2cccc(I)c2)c1	0.1	-9	0	0.5
Nc1cccc2c1C(=O)N(C(=O)c1cc(-c3cccs3)nc3ccccc13)C2=O	0.1	-1	-5	-0.1
COC(=O)C1C2C=CC3(CN(c4cccc(C)c4)C(=O)C13)O2 (stereo not drawn)	0.2	13	-2	-0.4
Cc1ccc(N2CC(C(=O)Nc3ccc(Br)cc3Cl)CC2=O)cc1 (stereo not drawn)	-0.1	1	-7	3.2
Cc1cc(C)n2nc(CC(=O)NCCc3ccccc3Cl)nc2n1	0.0	-3	-9	1.6
COc1ccc(/C=C2\N=C(c3ccc(Cl)cc3)OC2=O)cc1OC(C)=O	0.0	5	-17	-0.2

Arranged by number of heavy atoms (highest first): some entries from above.
SMILES	FBW7 act	MITF inh	TEAD-YAP block	GPR151 ag
Nc1cccc2c1C(=O)N(C(=O)c1cc(-c3cccs3)nc3ccccc13)C2=O	0.1	-1	-5	-0.1
COc1ccc(/C=C2\N=C(c3ccc(Cl)cc3)OC2=O)cc1OC(C)=O	0.0	5	-17	-0.2
COC(=O)c1ccc(C(=O)OC)c(S(=O)(=O)N(C)c2ccccc2)c1	0.0	0	-8	-0.6
Cc1ccc(N2CC(C(=O)Nc3ccc(Br)cc3Cl)CC2=O)cc1 (stereo not drawn)	-0.1	1	-7	3.2
COC(=O)C1C2C=CC3(CN(c4cccc(C)c4)C(=O)C13)O2 (stereo not drawn)	0.2	13	-2	-0.4
Cc1cccc(OCC(=O)N/N=C/c2cccc(I)c2)c1	0.1	-9	0	0.5

Single entries from above:
COC(=O)C1C2C=CC3(CN(c4cccc(C)c4)C(=O)C13)O2 (stereo not drawn) | GPR151 ag: -0.4
Cc1cccc(OCC(=O)N/N=C/c2cccc(I)c2)c1 | MITF inh: -9
Cc1ccc(N2CC(C(=O)Nc3ccc(Br)cc3Cl)CC2=O)cc1 (stereo not drawn) | GPR151 ag: 3.2
COc1ccc(/C=C2\N=C(c3ccc(Cl)cc3)OC2=O)cc1OC(C)=O | FBW7 act: 0.0

From PubChem BioAssay
